# L3MBTL1 inh – blocks human L3MBTL1; Potency, µM (highest dose often 57.1 µM), inactives show at the highest dose activity, negative = inhibition, usual class: inhibitors; 0.66% of 230,000 active; Q9Y468; AlphaScreen L3MBTL1–H3K9me1 peptide binding; active = well fitted inhibition curve with a large enough effect; inconclusive = small, poorly fitted or top-dose-only effect; inactive = no such curve, though single readings can be large or run the other way; also: nearly all actives have a fitted effect of over 60% in size
# Target sequence (Q9Y468 whole entry, looked up): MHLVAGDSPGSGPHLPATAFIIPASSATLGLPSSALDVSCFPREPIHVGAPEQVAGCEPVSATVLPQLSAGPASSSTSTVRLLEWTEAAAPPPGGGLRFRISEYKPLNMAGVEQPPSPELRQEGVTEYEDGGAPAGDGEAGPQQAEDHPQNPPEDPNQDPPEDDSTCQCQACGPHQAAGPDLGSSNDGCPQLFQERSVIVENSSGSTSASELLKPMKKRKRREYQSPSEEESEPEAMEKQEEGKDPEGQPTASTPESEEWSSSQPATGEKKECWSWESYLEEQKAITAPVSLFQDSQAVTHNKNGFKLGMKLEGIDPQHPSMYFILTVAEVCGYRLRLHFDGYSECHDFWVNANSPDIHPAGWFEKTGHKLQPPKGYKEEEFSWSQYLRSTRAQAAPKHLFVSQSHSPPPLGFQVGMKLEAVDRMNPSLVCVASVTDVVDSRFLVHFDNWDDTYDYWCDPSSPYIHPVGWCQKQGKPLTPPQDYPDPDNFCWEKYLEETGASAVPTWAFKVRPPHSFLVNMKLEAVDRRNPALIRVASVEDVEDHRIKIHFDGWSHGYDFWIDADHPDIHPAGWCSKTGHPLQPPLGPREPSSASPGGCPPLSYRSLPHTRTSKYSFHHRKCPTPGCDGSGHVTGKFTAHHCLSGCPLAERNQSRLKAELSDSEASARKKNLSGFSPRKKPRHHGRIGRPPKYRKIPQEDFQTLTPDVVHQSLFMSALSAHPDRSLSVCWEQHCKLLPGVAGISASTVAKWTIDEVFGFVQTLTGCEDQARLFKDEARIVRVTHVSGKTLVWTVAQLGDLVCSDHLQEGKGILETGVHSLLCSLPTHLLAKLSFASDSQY
#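 AlphaScreen proximity signal between nickel-chelate acceptor and streptavidin donor beads (final 10 ug/mL) reports binding of 50 nM L3MBTL1 to 75 nM biotin-H3 K9me1 peptide; complex incubated with compounds 30 min at room temperature; cefsulodin titration as control.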
# * hit, by the source's call; ? = inconclusive; [ ] = dose if it differs, or a comment. % is scaled to controls: 0 for no effect and ±100 for the full control effect; potency is read from the fitted curve at half-maximal effect. Some of the compounds tested; rates above refer to the full screens.
L3MBTL1 inh,Compound
-7%,C[C@H](CO)N1C[C@H](C)[C@@H](CN(C)S(=O)(=O)c2ccccc2)Oc2c(cccc2N(C)C)C1=O
0%,CCN(C(=O)CSc1nnc(-c2c[nH]c3ccccc23)n1C1CC1)C1CCS(=O)(=O)C1 (configuration not stated)
4%,COc1ccc(Cl)cc1NC(=O)CN(C)C(=O)c1cccc(-n2cnnn2)c1
-2%,Cc1nc(C)c(C(=O)OCC(=O)Nc2ccccc2)s1
4%,Cc1ccc(NC(=O)COC(=O)c2ccco2)cc1C
5%,OC[C@H]1O[C@@H](Oc2ccc3cc(Br)ccc3c2)[C@H](O)[C@@H](O)[C@H]1O
2%,O=C(OCCc1cc2ccccc2c(=O)o1)N1CCOCC1
-16%,CCN(CC(=O)NCc1ccc(Cl)cc1)C(=O)CCC(=O)c1ccc(C)cc1
5%,O=C(CN1CCN(C(C(=O)Nc2ccc(Cl)cc2C(F)(F)F)c2ccccc2)CC1)NC1CC1 (configuration not stated)
5%,CN(C(=O)COC(=O)c1ccc2ccccc2n1)C1CCCCC1
-1%,N#Cc1ccccc1OCC(=O)NNC(=O)c1ccncc1
3%,Cc1cc(C(=O)COC(=O)C2=COCCO2)c(C)n1-c1cccc(F)c1
-2%,CC(Sc1ccc(Cl)cc1)C(=O)NCC(c1ccco1)N1CCCCC1 (configuration not stated)
-2%[2.29 µM],Cn1c(-c2ccncc2)nc2ccccc21
-2%,CC(C)CC(NC(=O)C1CCC(=O)N1)C(=O)NC(CC(C)C)C(=O)N1CCCC1C(N)=O (configuration not stated)
-3%,O=C1C=C(c2ccccc2Oc2ccccc2)C[C@@H](c2ccc3c(c2)OCO3)C1
-3%,O=C(CCS(=O)(=O)c1ccccc1)NNC(=O)CSc1ccccc1F
-6%,COc1ccc2[nH]c3c(c2c1)CCN1C(=O)N([C@@H](C)C(=O)NCc2c(F)cccc2Cl)C(=O)[C@]31C
3%,CC(CC(=O)NCc1ccc(Cl)cc1)c1ccccc1 (configuration not stated)
28µM*,Cc1cc(C(=O)COC(=O)c2cc(Cl)c(O)c(Cl)c2)c(C)n1C
5%,O=C(CCN1CCCCC1)Nc1cccc(Br)c1
-8%,Cc1cc(C(=O)COC(=O)COc2ccc(C#N)cc2)c(C)n1C1CC1
-1%,Cc1ccc(C)c(S(=O)(=O)N2CCCC2CNC(=O)C(=O)NCc2ccccc2C)c1 (configuration not stated)
-10%,O=C(CN1C(=O)C2CCCCC2C1=O)Nc1cccc([N+](=O)[O-])c1 (configuration not stated)
10%,[2H]C(CCOS(N)(=O)=O)c1ccccc1 (configuration not stated)
1%,CN(CC(=O)Nc1ccccc1Br)C(=O)CN1CCN(c2ccccc2Cl)CC1
2%,Cc1ccc(S(=O)(=O)N2[C@@H](c3cccc4ccccc34)C(C(=O)O)=C[C@H]2C(C)(C)C)cc1
-7%,COc1ccc(CN(C)C(=O)C(Cc2ccccc2)NC(=O)c2ccccc2)c(OC)c1 (configuration not stated)
-1%,CS(=O)(=O)N(Cc1ccccc1)c1ccc(C(=O)Nc2ccc(C(N)=O)cc2)cc1
3%,COc1ccc(N(CC(=O)Nc2ccccc2F)S(=O)(=O)c2ccc(OC)c(OC)c2)cc1
7%,C#CCOC(=O)CN1C(=O)c2cccc3cccc(c23)C1=O
0%,COc1ccc(Cl)cc1NC(=O)CN(C)C(=O)CSc1ccc2c(c1)OCCO2
-10%,Cc1ccccc1N1CC(C(=O)N2CC(C)CC(C)C2)CC1=O (configuration not stated)
9%,Cc1nc2ccc(NC(=O)c3ccc([N+](=O)[O-])cc3)cc2[nH]1
0%,COc1ccc(CNC(=O)CSc2nccn(-c3ccc(F)c(F)c3)c2=O)cc1
6%,Cc1cc(C)n2nc(C(=O)OCC(=O)c3ccc(F)cc3)nc2n1
-5%,O=C(CCC(=O)N1CCOc2ccccc21)NCCCN1CCN(Cc2ccccc2)CC1
-1%,Cc1ccc(S(=O)(=O)N2CC(O)CC2C(=O)OCC(=O)Nc2ccc([N+](=O)[O-])cc2C(F)(F)F)cc1C (configuration not stated)
-4%,COc1ccc(NC(=O)C2CCCN2c2nn3c(=O)cc(C)nc3s2)cc1 (configuration not stated)
-2%,COc1cc(OC)cc(C(=O)Nc2nc(CC(=O)NCCc3ccccc3)cs2)c1
3%,CSc1nnc(NC(=O)c2ccco2)s1
16%,O=C(NCc1cccc(F)c1)c1cccc2c1C(=O)c1ccc(N3CCCC3)cc1S2(=O)=O
7%,CCOC(=O)C1CCCN(C(=O)c2cccc(S(=O)(=O)N3CCCC3)c2)C1 (configuration not stated)
-6%,CN(Cc1cccc(Cl)c1Cl)C(=O)CCNC(=O)c1ccco1
2%,C=CCNS(=O)(=O)NC(=O)C1=C(N2CCCC2)COC1=O
1%,CSCCC(NC(=O)c1ccc(Cl)cc1Cl)C(=O)N1CC(C)OC(C)C1 (configuration not stated)
6%,CCOc1ccc(C(=O)NC(C)CCc2ccccc2)cc1 (configuration not stated)
-14%,CCOc1ccc(C(=O)CCC(=O)Nc2ncccc2O)cc1
1%,CN(CC(=O)Nc1ccccc1Cl)C(=O)c1ccc(-c2cccc(C(F)(F)F)c2)o1
-10%,CC(NC(=O)COC(=O)c1ccccc1SCC(=O)N1CCCC1)c1ccccc1 (configuration not stated)

# Next part.
L3MBTL1 inh,Compound
-11%,S=c1[nH]nc(-c2ccc(Br)cc2)n1-c1ccc(Br)cc1
6%,CC[C@H](C)C(N)c1cn([C@@H](CC(N)=O)C(=O)N2CCNCC2)nn1 (some centres not stated)
-10%,CCn1c2ccccc2c2cc(NC(=O)COC(=O)c3ccc(O)cc3)ccc21
-7%,Cc1ccc(NC(=O)CSCC(=O)N2CCN(c3cccc(C(F)(F)F)c3)CC2)cc1
-6%,Cc1ccc(Cn2c(N)nc3ccccc32)cc1
1%,COc1ccc(Cc2nnc(NC(=O)c3ccc(OC)c(OC)c3)s2)cc1
6%,Cc1cc(NC(=O)C(C)SCC(=O)OCC(=O)Nc2c(C)cccc2C(C)C)no1 (configuration not stated)
5%,CCN1C(=O)[C@H]2[C@@H](c3ccc(C)cc3)N3C(=O)N(c4ccc(OC)cc4)C(=O)[C@@]3(Cc3ccccc3)[C@H]2C1=O
-6%,CNC[C@H](CC1CCCCC1)NC[C@H](NCCC1CCCC1)[C@H](C)O
-11%,CCOC(=O)C1=C(C)N(C[C@@H]2CC[C@@H](Cc3ccc(-c4ccccc4)cc3)O2)C(=O)NC1c1ccc(-c2ccccc2)cc1 (some centres not stated)
-2%,C[C@]12c3[nH]c4cc(-c5ccco5)ccc4c3CCN1C(=O)[C@@H](CC(=O)NCCN1CCOCC1)C[C@@H]2C(=O)N1CCOCC1
0%,OCCn1nc(-c2ccccc2)cc1-c1ccccc1
7%,CC(C)c1nnc(NC(=O)CC23CC4CC(CC(C4)C2)C3)s1
4%,COC(=O)[C@@H](C)NC(=O)c1ccc2oc(CCc3ccccc3)nc2c1
2%,CCN1C(=O)[C@H]2[C@@H](c3ccc(Cl)cc3)N3C(=O)CN(CC4CC4)C(=O)[C@@]3(Cc3ccccc3)[C@H]2C1=O
1%,CCc1ccc(N2CC(C(=O)OCC(=O)c3c(N)n(CC(C)C)c(=O)n(C)c3=O)CC2=O)cc1 (configuration not stated)
4%,CCOC(=O)c1cc2nc(-c3ccccc3)cc(C)n2n1
-2%,CC1CCN(CC(=O)Nc2ccccc2C(=O)NC2CC2)CC1
15%,Cc1cccc(NC(=O)CSc2nc3ccccc3nc2N2CC(C)OC(C)C2)c1 (configuration not stated)
-6%,C/C(=N\NC(=O)c1cccc(S(=O)(=O)N2CCOCC2)c1)c1ccc(OCC(=O)N(C)C)cc1
-2%,COc1cccc(C(=O)O[C@@H]2[C@H](Cc3ccccc3)NS(=O)(=O)[C@H]3C[C@@H]4C=C[C@]23O4)c1
-8%,Cc1ccc2nc(SCC(=O)N3CCN(c4ccccc4)CC3)nc(=O)n2c1
4%,CC(C)(C)c1csc(NC(=O)CCc2ccccc2)n1
-9%,CC[C@]12c3[nH]c4cc(-c5ccco5)ccc4c3CCN1C(=O)[C@@H](CC(=O)NCc1ccc(OC)c(OC)c1)C[C@@H]2C(=O)N1CCN(C(=O)C2CC2)CC1
4%,CCN(CC)C(=O)c1cccc(NC(=O)C2=COCCO2)c1
5%,COCCOCC(=O)Nc1ccc(S(=O)(=O)Nc2cc(C)nc(C)n2)cc1
-2%,Cn1c(C2CCCCC2)nc2cc(N)ccc21
-14%,CCC(C)Sc1cc(-c2nc3cc(C)ccn3c2NC2CCCCC2)ccc1OC (configuration not stated)
7%,O=C(NCC1CCCCC1)c1ccccc1[N+](=O)[O-]
4%,CC1CCC(NC(=O)CCNC(=O)c2ccc(Br)cc2)CC1 (configuration not stated)

# Arranged by length of the SMILES (largest number first): some entries from above
L3MBTL1 inh,Compound
5%,CCN1C(=O)[C@H]2[C@@H](c3ccc(C)cc3)N3C(=O)N(c4ccc(OC)cc4)C(=O)[C@@]3(Cc3ccccc3)[C@H]2C1=O
-1%,Cc1ccc(S(=O)(=O)N2CC(O)CC2C(=O)OCC(=O)Nc2ccc([N+](=O)[O-])cc2C(F)(F)F)cc1C (configuration not stated)
2%,Cc1ccc(S(=O)(=O)N2[C@@H](c3cccc4ccccc34)C(C(=O)O)=C[C@H]2C(C)(C)C)cc1
5%,OC[C@H]1O[C@@H](Oc2ccc3cc(Br)ccc3c2)[C@H](O)[C@@H](O)[C@H]1O
0%,CCN(C(=O)CSc1nnc(-c2c[nH]c3ccccc23)n1C1CC1)C1CCS(=O)(=O)C1 (configuration not stated)
6%,Cc1cc(NC(=O)C(C)SCC(=O)OCC(=O)Nc2c(C)cccc2C(C)C)no1 (configuration not stated)
4%,COc1ccc(Cl)cc1NC(=O)CN(C)C(=O)c1cccc(-n2cnnn2)c1
-10%,CC(NC(=O)COC(=O)c1ccccc1SCC(=O)N1CCCC1)c1ccccc1 (configuration not stated)
-8%,Cc1ccc2nc(SCC(=O)N3CCN(c4ccccc4)CC3)nc(=O)n2c1
7%,O=C(NCC1CCCCC1)c1ccccc1[N+](=O)[O-]
6%,CCOc1ccc(C(=O)NC(C)CCc2ccccc2)cc1 (configuration not stated)
3%,CC(CC(=O)NCc1ccc(Cl)cc1)c1ccccc1 (configuration not stated)
5%,O=C(CCN1CCCCC1)Nc1cccc(Br)c1
3%,CSc1nnc(NC(=O)c2ccco2)s1

# The results go on.
L3MBTL1 inh,Compound
-13%,CCC(=O)NC(c1ccc(Cl)cc1Cl)c1ccc2cccnc2c1O (configuration not stated)
1%,O=C(OCC(=O)N1CCOCC1)c1ccc(Cl)c(S(=O)(=O)N2CCc3ccccc32)c1
-1%,CC(Oc1cccc(Cl)c1)C(=O)Nc1cc(S(=O)(=O)N2CCOCC2)ccc1N1CCCC1 (configuration not stated)
-13%,CCNc1nc(NCC)n2c(SCC(=O)Nc3cc(Cl)ccc3OC)nnc2n1
5%,CCCCN(C(=O)C1CCCC1)c1c(N)n(Cc2ccccc2)c(=O)[nH]c1=O
-3%,CCc1ccc(N2CC(C(=O)OCC(=O)Nc3ccc([N+](=O)[O-])cc3)CC2=O)cc1 (configuration not stated)
-4%,CCOc1ccc(NC(=O)COC(=O)Cn2nc(C)c([N+](=O)[O-])c2C)cc1OCC
2%,Cc1cc(SCC(=O)Nc2ccc3[nH]c(=O)[nH]c3c2)nc2ccccc12
-5%,CSCCC(NC(=O)c1ccccc1Br)C(=O)NCCCn1nc(C)cc1C (configuration not stated)
-6%,CCCC1CCc2[nH]nc(C(=O)NN)c2C1 (configuration not stated)
-3%,O=C(CCN1CCN(c2ccccc2F)CC1)Nc1cccc(F)c1
4%,CCc1ccc(NC(=O)CSc2nc(=O)n(CCCN3CCOCC3)c3c2CCC3)cc1
-4%,CC(Sc1nnc(-c2ccncc2)n1C)C(=O)NCC1CCCO1 (configuration not stated)
2%,CC(=O)Oc1ccc(C(=O)Nc2ccccc2C(=O)Nc2cccc(C(=O)O)c2)cc1
-1%,CN1CCN(S(=O)(=O)c2cccc(C(=O)Nc3sccc3C#N)c2)CC1
1%,Cc1ccc(C(=O)Nc2ccc3c(c2)OCCO3)cc1
10%,CC(=O)Nc1ccc(C(=O)OCC(=O)NCCC2=CCCCC2)cc1
2%,CN(C)CC[n+]1ccc(C(=O)c2ccccc2)cc1
-2%,CC1CCCC(C)N1CC(O)Cn1c2ccccc2c2ccccc21 (configuration not stated)
5%,NC(=O)CSc1nnc(NC(=O)c2ccc(S(=O)(=O)N3CCCCC3)cc2)s1
-4%,Cc1ccc(S(=O)(=O)NC(C)c2ccccc2)cc1[N+](=O)[O-] (configuration not stated)
?,COc1ccc(C(=O)Nc2nc(-c3ccccn3)cs2)cc1S(=O)(=O)N1CCOCC1
2%,COC(=O)c1ccc(CN(C(=O)N2CCN(C)CC2)S(=O)(=O)c2ccc(C)cc2)cc1
20%,CCOc1ccc(C(=O)CCC(=O)Nc2ccncc2)cc1
4%,COc1cc(C(=O)NCC(=O)NNC(=O)CN(C)S(=O)(=O)c2ccc(Cl)cc2)cc(OC)c1OC
?,Cc1cccc(N2CCN(S(=O)(=O)c3ccc4c(c3)C(C)(C)C(=O)N4C)CC2)c1C
-5%,Cc1cccc(C)c1NC(=O)C1CCCN1S(=O)(=O)c1ccc2c(c1)n(C)c(=O)c(=O)n2C (configuration not stated)
-1%,Cc1ccc(S(=O)(=O)N(C)C)cc1NC(=O)CSc1nncs1
-7%,CC(C)(C)CN1CCN(Cc2nc(-c3ccc(F)cc3)cs2)CC1CCO (configuration not stated)
-7%,O=[N+]([O-])c1ccc(S(=O)(=O)Nc2cccc(-c3ccc(N4CCCC4)nn3)c2)cc1
-2%,Cc1cccc(NC(=O)CNC(=O)CN2C(=O)NC3(CCCCC3C)C2=O)c1C (configuration not stated)
22%,COc1ccc(Br)cc1/C=N/NC(=O)CN1CCCCC1

# A few values from the results shown:
# COC(=O)c1ccc(CN(C(=O)N2CCN(C)CC2)S(=O)(=O)c2ccc(C)cc2)cc1 – L3MBTL1 inh = 2%
# CC(C)(C)CN1CCN(Cc2nc(-c3ccc(F)cc3)cs2)CC1CCO (configuration not stated) – L3MBTL1 inh = -7%

# Bioassay records (PubChem BioAssay)
